sPLA2-III inh: human group III sPLA2 inhibitors, primary screen, biochemical, QFRET, BODIPY PC-A2 liposome substrate; 0.56% of 370,000 active; Group 3 secretory phospholipase A2 (Homo sapiens), Q9NZ20; inhibition, % at 12.2 µM; QFRET BODIPY PC-A2 liposome hydrolysis, fluorescence;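 active = inhibition above mean plus 3 SD of compounds lying within the high and low control bounds, cut at about 19% in these data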;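 also: 0% = median of test compound wells and 100% = no enzyme DMSO wells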
hcDAF-12 act: H. contortus DAF-12 nuclear receptor activators, primary screen, cell-based, luminescence, HEK293, lit1-tk-luc reporter; HEK293 hcDAF-12 lit1-tk-luc reporter; 0% DMSO, 100% Δ7-dafachronic acid; activation, % at 6.8 µM; 1.4% of 370,000 active; AID 652067, 2013;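 active = activation above the mean of all tested compounds plus 3 SD, cut at about 5.5% in these data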;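 also: 100% = response to 3 µM Δ7-dafachronic acid high control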
SMARCA2 activ: SMARCA2 (BRM) function activators, primary screen, cell-based, luminescence, high throughput; MG213 cells, MMTV-luciferase reporter, dexamethasone, overnight; activation, % at 9.1 µM; 1% of 370,000 active; AID 652017, 2013; in the data active = activation above about 7.8%;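 also: 0% = vehicle wells and 100% = reference activator wells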
GC-B act: human GC-B receptor activators, primary screen, HEK293 GC-B cells, cGMP TR-FRET, EC30 CNP; 0% at EC30 CNP, 100% saturating CNP; 0.11% of 370,000 active; Atrial natriuretic peptide receptor 2 (Homo sapiens), P20594; AID 1920062, 2024; activation, % at 10 µM;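 active = activation at 10 µM reaching about 35% in either raw or pattern-adjusted values, limit read from the data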
Target sequence (P20594 whole entry, looked up): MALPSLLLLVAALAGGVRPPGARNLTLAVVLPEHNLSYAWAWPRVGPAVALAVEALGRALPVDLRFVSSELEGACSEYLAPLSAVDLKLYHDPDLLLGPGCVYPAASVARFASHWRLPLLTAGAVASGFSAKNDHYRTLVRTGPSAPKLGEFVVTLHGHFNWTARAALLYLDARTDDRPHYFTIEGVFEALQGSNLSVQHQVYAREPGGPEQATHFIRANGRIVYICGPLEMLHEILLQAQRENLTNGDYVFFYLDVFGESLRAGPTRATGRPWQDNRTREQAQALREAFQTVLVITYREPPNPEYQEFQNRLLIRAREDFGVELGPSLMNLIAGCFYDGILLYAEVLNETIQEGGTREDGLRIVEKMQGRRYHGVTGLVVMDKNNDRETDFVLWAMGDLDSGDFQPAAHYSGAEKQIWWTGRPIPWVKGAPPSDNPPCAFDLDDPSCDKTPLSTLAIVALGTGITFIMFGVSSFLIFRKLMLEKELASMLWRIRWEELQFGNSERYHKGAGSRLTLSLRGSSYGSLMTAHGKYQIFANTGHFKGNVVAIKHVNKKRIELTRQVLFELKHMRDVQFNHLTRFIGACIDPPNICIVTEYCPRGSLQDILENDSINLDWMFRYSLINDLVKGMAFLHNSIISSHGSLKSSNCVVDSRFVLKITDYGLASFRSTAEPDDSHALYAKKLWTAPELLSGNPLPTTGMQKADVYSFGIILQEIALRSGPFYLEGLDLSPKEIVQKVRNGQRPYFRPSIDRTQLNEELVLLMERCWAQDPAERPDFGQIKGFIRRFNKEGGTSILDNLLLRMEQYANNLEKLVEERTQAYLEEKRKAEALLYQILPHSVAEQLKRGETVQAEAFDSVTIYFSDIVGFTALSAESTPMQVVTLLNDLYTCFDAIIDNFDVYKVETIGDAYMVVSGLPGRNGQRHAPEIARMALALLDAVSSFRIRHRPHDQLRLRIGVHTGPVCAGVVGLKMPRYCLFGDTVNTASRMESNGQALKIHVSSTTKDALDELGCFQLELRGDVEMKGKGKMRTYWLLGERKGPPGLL
FXN GAA850 act: FXN promoter activators, primary screen, cell-based, luciferase luminescence, HEK293 lucGAA850; activation, % at 6 µM; HEK293 lucGAA850 FXN promoter luciferase reporter, 24 h; percent of 10 µM SAHA response; AID 540364, 2011; 0.56% of 360,000 active;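 active = activation above the average of all compounds screened plus 3 SD, cutoff fixed separately per campaign, cut at about 7.5% in these data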;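 also: 0% = DMSO wells and 100% = 10 µM SAHA wells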
DAX1 inh-1: DAX1 (NR0B1) inhibitors on StAR promoter, primary screen, cell-based, luminescence, SF-1 (NR5A1), full-length DAX-1 | HEK293T StAR-luciferase reporter, SF-1/DAX-1 repression relief | 1.1% of 370,000 active | AID 652010, 2013 | inhibition, % at 6.8 µM;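 active = inhibition above the mean over all tested compounds plus 3 SD, cut at about 3.6% in these data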;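 also: 0% = DAX-1 cells with DMSO and 100% = cells lacking DAX-1 with DMSO; higher inhibition means more luminescence from relief of DAX-1 repression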
ssDAF12 agonist: S. stercoralis DAF-12 nuclear receptor activators, primary screen, cell-based, luminescence, HEK293, GRIP1 co-expression, lit1-tk-luc | Nuclear hormone receptor DAF-12 (Strongyloides stercoralis) | HEK293 ssDAF-12/GRIP1 lit1-tk-luc reporter; % of 3 µM dafachronic acid response | activation, % at 6.8 µM | 1% of 370,000 active;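 active = activation above the mean over all tested compounds plus 3 SD, cut at about 0.9% in these data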;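 also: 0% = DMSO-only wells and 100% = 3 µM delta7-dafachronic acid wells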
NPR1 activator: GC-A stimulated cGMP production enhancers – HEK293 GC-A cells, cGMP TR-FRET, EC30 ANP, primary screen; 0% at EC30 ANP, 100% saturating ANP; 0.14% of 370,000 active; activation, % at 10 µM; AID 1671463, 2021; in the data active = activation above about 40%
KLK7 zymogen act: proKLK7 zymogen activators, primary screen, biochemical, fluorescence intensity; purified proKLK7, EDANS-DABCYL substrate fluorescence; 100% is mature enzyme control, 0% vehicle; 0.9% of 370,000 active; activation, % at 7 µM; Kallikrein-7 (Homo sapiens), P49862;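 active = activation above the mean of all tested compounds plus 3 SD, computed per campaign excluding outliers beyond control limits, cut at about 13% in these data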
DAX1 inh-2: DAX1 (NR0B1) inhibitors, primary screen, cell-based, HEK293, Gal4-DAX1, luciferase luminescence; Nuclear receptor subfamily 0 group B member 1 (Homo sapiens), P51843; HEK293 Gal4-DAX1 luciferase reporter; inhibition, % at 6.75 µM; 0.99% of 340,000 active; AID 504766, 2011;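 active = inhibition above the mean over all tested compounds plus 3 SD, cut at about 4.2% in these data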;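 also: 0% = DAX1-transfected cells with DMSO and 100% = empty-vector control cells with DMSO; inhibition shows as a rise in luminescence from relieved DAX1 repression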
hgDAF12 agonist: H. glycines DAF-12 receptor agonists, primary screen, cell-based, luminescence, HEK293, GAL4 fusion, UAS-luciferase. Nuclear hormone receptor DAF-12 (Heterodera glycines), GAL4 fusion. HEK293 GAL4-hgDAF12 UAS-luciferase reporter, agonist luminescence; normalized to butyrate control. activation, % at 6.8 µM. 1.8% of 370,000 active;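 active = activation above a cutoff set at the mean of all screened compounds plus 3 SD, cut at about 10% in these data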;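 also: 0% = DMSO wells and 100% = sodium butyrate wells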
* = called active by the depositor.

SMILES | sPLA2-III inh | hcDAF-12 act | SMARCA2 activ | GC-B act | FXN GAA850 act | DAX1 inh-1 | ssDAF12 agonist | NPR1 activator | KLK7 zymogen act | DAX1 inh-2 | hgDAF12 agonist
Cc1cc(C(=O)OCC(=O)Nc2nc(-c3ccccc3)cs2)c(C)o1 | 1 | -1.8 | 0 | 2 | 2.5 | 0.1 | -0.9 | 12 | 0.0 | 1.4 | 0.9
O=C(NCCCN1CCCC1=O)c1cc(S(=O)(=O)N2CCN(c3ccccc3)CC2)ccc1Cl | 0 | 1.6 | -2 | 6 | 0.2 | -1.0 | -1.2 | -2 | 0.0 | -0.2 | -2.0
CCOCCCNC(=O)C(c1ccc(OC)cc1)N(Cc1ccc2c(c1)OCO2)C(=O)c1ccccn1 (stereo unspecified) | -3 | -1.6 | 4 | -5 | 3.3 | -0.1 | -1.7 | -9 | 0.3 | -0.7 | 0.4
COc1ccccc1OCCCCCc1c(C)n[nH]c1C | -6 | -1.8 | -4 | 2 | 2.6 | -0.6 | -1.7 | 1 | 0.8 | -1.2 | -2.5
Cc1ccc2c(c1)C(c1ccncc1)=NNC(c1ccc(F)cc1)=N2 | 2 | -0.3 | 5 | -2 | 1.9 | 0.3 | -1.3 | -3 | 0.3 | -0.5 | 9.2
Cc1[nH]c2ccc(C(=O)NCCCN(C)C3CCCCC3)cc2c1C | -7 | 1.0 | -2 | -8 | 1.5 | 0.8 | -0.5 | -16 | 0.6 | -0.2 | -1.0
O=C(CNC1C(=O)Nc2ccccc21)Sc1ccccc1 (stereo unspecified) | -10 | 0.8 | 1 | 4 | 2.6 | 0.5 | -1.4 | 0 | -0.3 | 0.0 | -0.1
FC(F)(F)c1cccc(N2CCN(c3nnnn3-c3ccccc3)CC2)c1 | -4 | -1.5 | -2 | -1 | 2.5 | -1.1 | -0.6 | -4 | 0.5 | -1.1 | -2.6
CCOC(=O)COc1cc(=O)n(CC)c2ccccc12 | 2 | 0.8 | -3 | 8 | 2.1 | 1.2 | -0.1 | 8 | -0.5 | 0.8 | 0.2
COc1cccc(C(=O)NCCS(=O)(=O)NCC2CCCO2)c1 (stereo unspecified) | 1 | -1.0 | 1 | 3 | -0.4 | 0.5 | -0.4 | 2 | 0.4 | 0.6 | -0.3
COc1ccc(OC)c(CNc2nc3ccccc3n2CCN2CCCCC2)c1 | 0 | -0.5 | -2 | -11 | -5.1 | 0.8 | -0.8 | -10 | -0.1 | 2.2 | -1.3
CC(C)CNC(=O)c1ccc(NC(=O)c2ccccc2[N+](=O)[O-])cc1 | -4 | 2.4 | 6 | -2 | -1.4 | -0.8 | -1.3 | 4 | -0.5 | -0.8 | 0.7
C#CCOc1coc(COC(=O)c2ccccc2)cc1=O | 5 | 2.2 | 2 | -3 | 2.9 | 0.0 | -0.6 | 0 | 1.4 | 1.9 | -1.8
O=C(NCCOC(=O)C1COc2ccccc2O1)c1cccnc1 (stereo unspecified) | 2 | -0.9 | 0 | -1 | 0.7 | -0.1 | -1.3 | 2 | 0.0 | 0.5 | -0.6
CSc1ccccc1NC(=O)CN(C)C(=O)c1c(C)nn(Cc2ccccc2)c1C | -1 | 0.4 | -1 | 2 | 0.8 | -1.1 | -1.2 | -4 | 0.0 | -0.2 | 0.3
CNC(=S)N(Cc1ccc2c(c1)OCO2)C1CC(=O)N(c2ccccc2)C1=O (stereo unspecified) | -68 | 0.5 | 1 | -8 | -0.3 | -0.8 | -0.8 | -11 | -0.5 | -0.1 | -1.1
Cc1cc(C)n(CC(C)Nc2nc3nonc3nc2N2CCCCC2)n1 (stereo unspecified) | 1 | -1.1 | -1 | 2 | 2.4 | 0.6 | -1.4 | 1 | 0.2 | 1.3 | 0.5
CCCC(=O)C1=C(O)C(C(=O)OC)C(C)(C)CC1=Nc1ccccc1 (stereo unspecified) | 3 | -1.0 | -1 | 0 | 1.4 | -0.8 | -1.2 | -1 | -0.2 | -0.7 | 1.3
COc1ccccc1N1CCN(C(=O)Nc2cccc(C)c2)CC1 | -1 | -2.1 | 3 | -6 | 2.3 | 0.3 | -0.4 | 1 | 0.7 | 1.7 | -0.1
CCOc1cc(C(=O)OCC(=O)Nc2cc(C)on2)ccc1OCC(C)C | 10 | -0.3 | -2 | -2 | 1.2 | -0.4 | -0.3 | -2 | 0.4 | -0.3 | 0.0

Three compounds drawn at random from the list so far, as already listed:
SMILES | sPLA2-III inh | hcDAF-12 act | SMARCA2 activ | GC-B act | FXN GAA850 act | DAX1 inh-1 | ssDAF12 agonist | NPR1 activator | KLK7 zymogen act | DAX1 inh-2 | hgDAF12 agonist
O=C(CNC1C(=O)Nc2ccccc21)Sc1ccccc1 (stereo unspecified) | -10 | 0.8 | 1 | 4 | 2.6 | 0.5 | -1.4 | 0 | -0.3 | 0.0 | -0.1
COc1ccc(OC)c(CNc2nc3ccccc3n2CCN2CCCCC2)c1 | 0 | -0.5 | -2 | -11 | -5.1 | 0.8 | -0.8 | -10 | -0.1 | 2.2 | -1.3
CCOc1cc(C(=O)OCC(=O)Nc2cc(C)on2)ccc1OCC(C)C | 10 | -0.3 | -2 | -2 | 1.2 | -0.4 | -0.3 | -2 | 0.4 | -0.3 | 0.0

(cont.)
SMILES | sPLA2-III inh | hcDAF-12 act | SMARCA2 activ | GC-B act | FXN GAA850 act | DAX1 inh-1 | ssDAF12 agonist | NPR1 activator | KLK7 zymogen act | DAX1 inh-2 | hgDAF12 agonist
CCCCCc1nnc(NC(=O)C2COc3ccccc3O2)s1 (stereo unspecified) | -11 | 5.6* | 3 | 3 | 3.0 | 1.9 | -0.6 | -3 | 0.9 | -0.1 | 4.3
Oc1ccccc1-c1nc(NCc2cccnc2)c2ccccc2n1 | -8 | -0.2 | -3 | 1 | -0.6 | -1.2 | 0.3 | 8 | 0.4 | -1.4 | 0.8
O=C(c1ccc(N2CCN(S(=O)(=O)c3ccccc3)CC2)c([N+](=O)[O-])c1)N1CCOCC1 | 4 | -1.1 | -5 | 1 | -1.4 | -1.9 | -0.3 | 4 | -0.1 | -1.7 | -4.3
CCS(=O)(=O)c1nc(S(=O)(=O)c2ccc(C)cc2)c(NCCCN2CCOCC2)s1 | 4 | 0.3 | 3 | 3 | -2.1 | -0.3 | -1.2 | 0 | 0.1 | 0.4 | 0.9
O=C(NCCCN1CCOCC1)c1cccc(S(=O)(=O)N2CCc3ccccc3C2)c1 | -3 | -0.5 | 5 | 1 | 1.3 | -0.5 | -2.3 | 0 | -0.5 | -1.0 | -0.7
N/C(=N\OC(=O)c1cnn(-c2ccccc2)c1C(F)(F)F)c1ccc(C(F)(F)F)cc1 | 11 | 0.0 | -8 | 5 | -1.4 | 0.2 | -0.6 | -2 | -0.2 | 3.2 | 1.2
CCCC1C(=O)N(c2ccccc2)C1c1ccccc1 (stereo unspecified) | 6 | -0.6 | 1 | -25 | 1.1 | -0.1 | -0.7 | 3 | 0.2 | 0.0 | -0.8
C=CCN(C(=O)c1csnn1)C(C(=O)NCc1ccc(F)cc1)c1ccccc1 (stereo unspecified) | 10 | -3.0 | -3 | 0 | 0.4 | 0.0 | -0.9 | -8 | -0.3 | 0.0 | -2.3
Cc1nc(C)c(Cc2ccccc2Cl)c(=O)[nH]1 | -5 | -2.1 | 2 | 1 | 2.2 | 0.3 | -1.3 | 2 | -0.5 | -0.8 | 1.9
COc1ccccc1NC(=O)N1CCN(c2ncccn2)CC1 | 7 | -0.8 | 0 | 2 | 0.5 | 0.0 | -1.1 | 2 | 0.3 | 1.6 | -0.5
Cc1sc2ncn(CC(=O)OC(C)C(=O)NC(C)(C)C)c(=O)c2c1C (stereo unspecified) | 5 | -1.2 | -4 | -3 | 0.5 | -0.3 | -1.3 | -3 | 0.1 | 0.3 | 1.5
CN(Cc1ccccn1)C(=O)C1CCC(=O)N(Cc2cccc(C(F)(F)F)c2)C1 (stereo unspecified) | 5 | -0.4 | 0 | 5 | 0.8 | -3.9 | -0.6 | 0 | 0.7 | -0.5 | -2.4
COC(=O)c1cc(-c2ccc(Cl)cc2Cl)n[nH]1 | -16 | 2.4 | 4 | -9 | 4.8 | 0.5 | -0.5 | 20 | 0.4 | -0.4 | 3.9
COC(=O)c1sccc1NC(=O)C1CC(C)=C(C)CC1C(=O)O (stereo unspecified) | -1 | 1.9 | -2 | -2 | 0.6 | -0.1 | 0.3 | 5 | -0.5 | -0.6 | 0.7
Cn1c(SCc2ccccc2)nnc1-c1ccc2nonc2c1 | 12 | -0.8 | -4 | 0 | 3.2 | 0.7 | -2.2 | 5 | -0.6 | -0.5 | -1.7
CC(C)(C)n1nnnc1C(c1cccs1)N(Cc1ccccc1)Cc1cccnc1 (stereo unspecified) | 2 | -1.3 | 2 | -19 | -0.1 | 0.1 | -1.2 | -13 | -0.1 | -0.1 | -0.8
COc1ccc(OC)c2c1nc1n2CCS1 | 13 | -4.6 | -1 | -3 | -2.3 | -0.4 | -1.6 | 2 | 0.2 | 0.8 | -2.0
Cc1cc(-c2ccc(Cl)cc2)n2nc(N)nc2n1 | 4 | -0.8 | 2 | 3 | 0.6 | 0.9 | -1.4 | 2 | 6.2 | 0.1 | -2.4
O=C(CCSc1ccccc1)Nc1nnc(-c2ccccc2)o1 | 1 | -1.6 | 2 | -6 | -0.9 | 2.0 | -0.9 | 4 | -0.7 | 0.6 | 0.1
COc1ccc(NC2SC(=O)N(C)C2=O)cc1 (stereo unspecified) | -3 | 0.0 | 3 | 6 | 2.3 | -0.1 | -0.3 | -1 | 0.1 | 0.0 | 9.7
CCOc1ccccc1N1CCN(Cc2ccc(OC)c(OC)c2OC)CC1 | -6 | -1.1 | 2 | 1 | -1.1 | -0.6 | -1.6 | -1 | 0.3 | 0.8 | -1.2

Marked active in hcDAF-12 act, of those listed so far:
SMILES	sPLA2-III inh	hcDAF-12 act	SMARCA2 activ	GC-B act	FXN GAA850 act	DAX1 inh-1	ssDAF12 agonist	NPR1 activator	KLK7 zymogen act	DAX1 inh-2
CCCCCc1nnc(NC(=O)C2COc3ccccc3O2)s1 (stereo unspecified)	-11	5.6*	3	3	3.0	1.9	-0.6	-3	0.9	-0.1

From PubChem BioAssay
